# High-throughput results from PubChem BioAssay.
# ssDAF-12 act – S. stercoralis DAF-12 activation, primary screen; AID 652126; activation, % at 6.8 µM; actives 1% (n = 370,000); HEK293 ssDAF-12/GRIP1 lit1-tk-luc reporter, luminescence; % of 3 µM dafachronic acid response;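 active = activation above the mean over all tested compounds plus 3 SD, cut at about 0.9% in these data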;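 also: 0% = DMSO-only wells and 100% = 3 µM delta7-dafachronic acid wells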
# HGIII-sPLA2 inh – Blocks human group III sPLA2 activity; actives 0.56% (n = 370,000); inhibition, % at 12.2 µM; AID 743126; QFRET BODIPY PC-A2 liposome hydrolysis, fluorescence;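 active = inhibition above mean plus 3 SD of compounds lying within the high and low control bounds, cut at about 19% in these data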;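 also: 0% = median of test compound wells and 100% = no enzyme DMSO wells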
# DAX1 inh-1 – NR0B1 (DAX1) inhibition; HEK293 Gal4-DAX1 luciferase reporter, luminescence; AID 504766; inhibition, % at 6.75 µM; actives 0.99% (n = 340,000); P51843;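 active = inhibition above the mean over all tested compounds plus 3 SD, cut at about 4.2% in these data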;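 also: 0% = DAX1-transfected cells with DMSO and 100% = empty-vector control cells with DMSO; inhibition shows as a rise in luminescence from relieved DAX1 repression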
# hcDAF12 agonist – H. contortus DAF-12 activation, primary screen; HEK293 hcDAF-12 lit1-tk-luc reporter, luminescence; 0% DMSO, 100% Δ7-dafachronic acid; activation, % at 6.8 µM; actives 1.4% (n = 370,000); AID 652067;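 active = activation above the mean of all tested compounds plus 3 SD, cut at about 5.5% in these data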;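 also: 100% = response to 3 µM Δ7-dafachronic acid high control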
# NPR2 activator – GC-B (human) receptor activation; P20594; HEK293-GC-B cells, CNP EC30, cGMP TR-FRET; 0% at EC30 CNP, 100% saturating CNP; activation, % at 10 µM; actives 0.11% (n = 370,000);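 active = activation at 10 µM reaching about 35% in either raw or pattern-adjusted values, limit read from the data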
# FXN GAA850 act – activators of GAA850 frataxin (FXN) promoter; AID 540364; HEK293 lucGAA850 FXN promoter luciferase reporter, 24 h; percent of 10 µM SAHA response; actives 0.56% (n = 360,000); activation, % at 6 µM;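 active = activation above the average of all compounds screened plus 3 SD, cutoff fixed separately per campaign, cut at about 7.5% in these data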;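 also: 0% = DMSO wells and 100% = 10 µM SAHA wells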
# DAX1 inh-2 – inhibitors of DAX1 repression of SF-1 activated StAR promoter; HEK293T StAR-luciferase reporter, SF-1/DAX-1 repression relief; inhibition, % at 6.8 µM; actives 1.1% (n = 370,000); AID 652010;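 active = inhibition above the mean over all tested compounds plus 3 SD, cut at about 3.6% in these data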;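 also: 0% = DAX-1 cells with DMSO and 100% = cells lacking DAX-1 with DMSO; higher inhibition means more luminescence from relief of DAX-1 repression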
# NPR1 activator – GC-A (human) enzyme activation | actives 0.14% (n = 370,000) | HEK293 GC-A cells, cGMP TR-FRET, EC30 ANP; 0% at EC30 ANP, 100% saturating ANP | activation, % at 10 µM; in the data active = activation above about 40%
# Target sequence (P16066 whole entry, looked up): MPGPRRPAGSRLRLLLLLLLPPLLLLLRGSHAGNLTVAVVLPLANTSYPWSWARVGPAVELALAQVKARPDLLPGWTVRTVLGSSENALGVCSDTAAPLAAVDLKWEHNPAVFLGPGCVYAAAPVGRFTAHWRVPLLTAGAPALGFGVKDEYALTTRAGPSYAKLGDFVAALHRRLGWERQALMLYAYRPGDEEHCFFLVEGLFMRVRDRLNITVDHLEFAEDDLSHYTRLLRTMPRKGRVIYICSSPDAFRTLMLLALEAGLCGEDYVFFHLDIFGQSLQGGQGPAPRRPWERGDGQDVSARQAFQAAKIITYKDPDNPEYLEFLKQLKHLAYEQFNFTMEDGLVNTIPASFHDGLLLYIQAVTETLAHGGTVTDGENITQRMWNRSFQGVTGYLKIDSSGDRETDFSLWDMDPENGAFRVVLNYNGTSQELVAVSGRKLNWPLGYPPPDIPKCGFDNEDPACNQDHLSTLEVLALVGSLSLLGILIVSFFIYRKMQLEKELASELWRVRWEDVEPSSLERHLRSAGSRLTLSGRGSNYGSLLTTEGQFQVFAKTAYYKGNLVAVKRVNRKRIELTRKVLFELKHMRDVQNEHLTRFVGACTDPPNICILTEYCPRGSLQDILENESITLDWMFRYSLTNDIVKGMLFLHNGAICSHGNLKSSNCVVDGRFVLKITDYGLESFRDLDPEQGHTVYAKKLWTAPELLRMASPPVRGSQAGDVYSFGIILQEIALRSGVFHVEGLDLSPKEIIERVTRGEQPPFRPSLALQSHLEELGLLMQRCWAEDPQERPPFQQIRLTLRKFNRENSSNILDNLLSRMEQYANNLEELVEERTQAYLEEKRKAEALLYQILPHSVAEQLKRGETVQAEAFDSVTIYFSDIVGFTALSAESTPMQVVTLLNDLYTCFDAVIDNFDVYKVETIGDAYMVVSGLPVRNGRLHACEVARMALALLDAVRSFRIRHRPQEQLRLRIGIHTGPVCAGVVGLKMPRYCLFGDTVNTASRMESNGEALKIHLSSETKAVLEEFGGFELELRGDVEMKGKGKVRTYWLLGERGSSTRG
# SMARCA2 act – activators of SMARCA2 function. activation, % at 9.1 µM. MG213 cells, MMTV-luciferase reporter, dexamethasone, overnight. actives 1% (n = 370,000). AID 652017; in the data active = activation above about 7.8%;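 also: 0% = vehicle wells and 100% = reference activator wells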
# hgDAF-12 ag – hgDAF-12 agonism, primary luciferase screen; HEK293 GAL4-hgDAF12 UAS-luciferase reporter, agonist luminescence; normalized to butyrate control; activation, % at 6.8 µM; actives 1.8% (n = 370,000); AID 687014;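 active = activation above a cutoff set at the mean of all screened compounds plus 3 SD, cut at about 10% in these data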;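 also: 0% = DMSO wells and 100% = sodium butyrate wells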
# ADAM10 inh – inhibits human ADAM10. actives 0.62% (n = 370,000). O14672. AID 720582. recombinant ADAM10, EDANS/DABCYL FRET peptide cleavage, 3 h. inhibition, % at 7 µM;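 active = inhibition above a per-campaign cutoff equal to the mean of compounds falling between control-based bounds plus 3 SD, cut at about 20% in these data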;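 also: 0% = DMSO wells while the 100% control is not disclosed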
# * marks the source's active call; other numbers are inactive results; i = inactive; nt = not tested or not shown. Hits appear at their usual frequency. About 6.6% of those tested had a hit in this group.
SMILES,ssDAF-12 act,HGIII-sPLA2 inh,DAX1 inh-1,hcDAF12 agonist,NPR2 activator,FXN GAA850 act,DAX1 inh-2,NPR1 activator,SMARCA2 act,hgDAF-12 ag,ADAM10 inh
Cc1c(NC(=O)C(C)OC(=O)c2ccc([N+](=O)[O-])cc2Cl)c(=O)n(-c2ccccc2)n1C (configuration not stated),-0.8,0,0.5,0.7,2,0.6,-0.5,0,-4,-0.1,2
O=C1C=CC(=O)N1c1cccc(-c2ccccc2)c1,-1.7,5,0.2,-1.1,-6,2.2,-0.3,-14,-1,3.4,1
O=C(NC1CCCCCC1)c1cc2c(=O)n3ccccc3nc2s1,-0.8,9,-0.1,2.1,-4,3.6,0.2,8,-1,3.7,i
Clc1nccc(N2CCN(c3ccccc3Cl)CC2)n1,-1.0,-3,nt,0.8,-6,0.2,0.1,0,4,-0.4,3
Cc1nc2c(-c3ccc(F)cc3)cnn2c(N)c1-c1ccccc1,-2.8,13,-1.4,-7.3,-10,-12,-2.3,-40,-7,-15,-172
CCc1nc2cccnc2n1-c1ccc(CC(=O)NCCOC)cc1,-0.7,1,0.1,-1.4,-2,0.4,0.0,-3,3,0.0,-40
CSc1ccc(CC(=O)N2CCC(n3nccc3NC(=O)C3CC3)CC2)cc1,0.4,3,0.4,1.4,0,7.7*,6.0*,3,3,12*,0
O=C(c1ccc(-c2ccccc2)cc1)N1CCN(c2ncccn2)CC1,-1.0,-10,2.6,1.1,-6,0.1,-0.3,-4,1,0.1,1
O=C(NC1(C(F)(F)F)C(=O)Nc2c1c(=O)[nH]c(=O)n2-c1ccccc1)c1cccnc1 (configuration not stated),-1.1,-1,3.6,-0.4,0,0.0,-0.8,-2,-1,0.2,5
O=C(OCc1cc2ccccc2[nH]c1=O)c1ccc([N+](=O)[O-])cc1,-0.4,1,2.2,-0.1,-2,2.3,-0.3,-3,-2,-2.1,6
COc1ccc(OCC(=O)NNC(=O)c2c(-c3ccccc3Cl)noc2C)cc1,-1.2,-6,-0.6,2.0,3,-1.2,-0.1,0,-1,1.5,-2
C=CCOC(=O)C1=C[C@@H](c2ccc3c(c2)OCO3)C[C@@H](OCCCCO)O1,-1.2,-6,-0.9,-1.5,-5,1.4,-0.8,2,3,1.0,-35
CC1=C(C(=O)OCC2CCCO2)C(c2ccc(F)cc2)NC(=O)N1 (configuration not stated),-0.8,2,-0.1,-0.5,-11,1.1,0.0,1,-1,-1.2,-1
CC1Oc2ccccc2C(=O)N(CC(=O)c2ccc3c(c2)OCCO3)C1=O (configuration not stated),-0.7,2,0.0,-0.5,3,1.8,-0.2,0,1,1.7,-4
CCCCOCCCNC(=O)C[C@H]1C[C@@]2(C(=O)OC)C(=C[C@H](C(C)(C)C)O[C@@H]2C)N(Cc2ccccc2)C1=O,-0.9,9,nt,-0.1,-9,nt,-1.1,-8,-8,0.6,12
CCOC(=O)c1cc2c(=O)n3ccccc3nc2n(CC(C)C)c1=NC(=O)c1c(-c2c(F)cccc2Cl)noc1C,-0.9,-1,-0.6,2.2,-6,8.2*,-0.1,-4,4,-1.3,-85
O=C(O)CCC1(C(=O)O)CCC(=O)c2ccccc21 (configuration not stated),-0.5,-3,-0.1,-2.0,-3,0.0,-0.6,4,-2,-0.2,-2
COc1ccc(C(=O)/C=C/Nc2cccc(O)c2)cc1,1.2*,-17,-1.3,8.2*,-3,3.1,6.0*,-1,7,19*,-8
O=C(O)COc1ccccc1-c1nc(-c2ccccc2)c(-c2ccccc2)[nH]1,-0.8,-20,-0.4,1.5,-14,0.3,-0.1,-2,-2,2.2,-302
O=C(c1ccco1)N1CCN(C(c2ccccn2)c2nnnn2C2CCCC2)CC1 (configuration not stated),-0.5,-1,0.5,0.0,1,0.5,0.8,3,1,2.1,-2
[C-]#[N+][C@]12C(=O)[C@H](C=C(Cl)[C@@]1(C)C=C)C(C)(C)[C@H]1C(=O)N(C)c3cccc2c31,-1.6,31*,nt,-2.1,11,nt,-2.0,-3,-6,-4.4,2
Cn1cccc1C(=O)OCc1cc(-c2ccco2)on1,-0.1,0,2.9,1.8,0,5.6,4.3*,-1,8.4*,10,5
Cc1cc(C)c(-n2c(SCCS(=O)(=O)c3ccc(F)cc3)n[nH]c2=O)c(C)c1,-1.9,-14,-0.7,-1.0,2,1.1,-0.8,-1,-3,-0.7,-11
CCc1ccc(N2CC(O)(c3cccs3)[N+]3=C2SCCC3)cc1 (configuration not stated),-1.6,-2,0.1,-1.3,1,0.6,-0.4,-3,-2,2.8,5
COC(=O)C1=C(C)N(Cc2ccccc2)C(=NCCN2CCOCC2)N[C@H]1CCc1ccccc1,-1.3,-3,0.1,-0.4,-19,-2.7,0.1,-11,1,0.8,-5
COc1ccc(-c2noc(-c3ccccc3C(=O)Nc3cccnc3)n2)cc1,-1.2,-10,-1.6,-0.9,4,0.9,-2.2,0,2,-1.2,5
O=C(c1cnsn1)N1CCC(CO)(Cc2ccc(Cl)cc2)CC1,-2.4,2,-0.5,-2.4,-7,1.6,0.6,-8,-5,-6.0,0
CC(C)CN(C(=O)CN(C)C(=O)Cc1ccccc1Cl)c1c(N)n(CC(C)C)c(=O)[nH]c1=O,-1.0,0,0.4,0.8,3,-0.9,0.1,-2,2,-0.7,-5
Cn1c(=O)oc2cc(S(=O)(=O)NCCC(=O)NC3CCCc4ccccc43)ccc21 (configuration not stated),-1.4,2,-0.4,0.6,-2,-1.6,-0.3,-4,-1,-2.8,3
CCOC(=O)C1=C(c2ccccc2)N=c2s/c(=C\c3cccc(O)c3)c(=O)n2C1c1cccs1 (configuration not stated),-1.2,-3,-1.6,-3.5,-9,-3.3,-1.9,0,-4,-3.6,9
Cc1ccc(OCCC(=O)OCC(=O)Nc2ccc(Cl)cn2)cc1,-0.5,2,-0.2,-0.3,2,-1.0,-0.1,-1,0,1.1,-19
COc1ccc(-c2csc(NC(=O)COC(=O)C3=COCCO3)n2)cc1,-1.1,-5,3.4,2.5,2,4.4,2.9,4,-3,8.4,-5
CCn1c(Cc2ccccc2)nnc1SCC(=O)Nc1nc(C)c(C)s1,-1.6,7,-0.2,-1.3,2,1.3,0.1,-3,-1,1.4,-3
CCc1ccccc1NC(=O)N[C@H](C(=O)O)C(C)C,-1.1,3,0.6,1.4,-3,-2.3,-0.1,-7,2,2.6,2
COc1ccc(-n2nnnc2SCC(=O)N(C)C2CCS(=O)(=O)C2)cc1 (configuration not stated),-0.7,-8,0.1,1.5,-6,-2.3,-0.3,-2,2,-1.1,0
Brc1c(CSc2nc3ccccc3s2)nc2ncccn12,-0.4,-5,0.6,0.5,1,4.1,3.1,-1,3,16*,-329
COC(=O)Cc1c(O)ccn(CCc2ccccc2)c1=O,-1.2,-1,-1.7,-1.0,1,0.4,0.3,4,3,0.1,-5
O=C(CCNS(=O)(=O)c1ccccc1)NCCCSc1ccccc1,-0.3,-11,0.5,-0.5,-1,4.7,-1.2,4,-1,1.1,-8
CCCC(=O)Nc1cccc(C(=O)Nc2nccs2)c1,-1.1,1,0.5,-2.1,1,-2.3,-0.6,3,4,1.6,4
COc1ccc(Nc2nc(-c3cccnc3)nc3ccccc23)cn1,-1.8,-16,-1.4,-3.8,8,-1.3,-1.7,6,-1,-3.5,-5
c1csc(-c2nc3nc4ccccc4nc3n2Cc2ccc3c(c2)OCO3)c1,-0.2,0,0.2,-0.8,38*,1.3,0.2,25,2,5.5,-21
CCS(=O)(=O)NCC(c1ccco1)N1CCN(c2ccccc2F)CC1 (configuration not stated),-0.8,5,0.1,-0.5,2,1.2,0.0,-2,7,-3.6,1
Cc1ccc(Cl)cc1-n1ncc2c(NNC(=O)c3ccco3)ncnc21,-1.7,6,-0.5,-1.9,-1,1.4,-0.2,2,-1,1.1,-2
CCN1C(=O)/C(=C/c2cn(C)nc2C)SC1=S,-1.1,9,-0.4,-2.0,-14,1.8,0.0,-19,1,0.7,10
O=C(NC1CCS(=O)(=O)C1)/C(=C\c1ccccc1)NC(=O)c1ccccc1 (configuration not stated),-1.3,3,-0.9,1.3,1,-1.2,-0.2,2,-2,-0.7,-5
Cc1ccc(S(=O)(=O)NC(C)(C)CSc2nnc(Nc3ccccc3)s2)cc1,-2.0,-39,-0.8,-4.4,1,-0.8,-1.6,-1,-7,-3.6,13
Cc1cccc(C)c1NC(=O)CN1CCN(C(=O)CNC(=O)c2ccc(-c3ccccc3)cc2)CC1,-0.8,-1,-1.6,-3.4,3,-0.1,-3.0,9,-5,-3.2,-12
CC(=O)Nc1ccc(S(=O)(=O)Nc2nc(CN3CCOCC3)nc3sc4c(c23)CCCC4)cc1,-1.3,-16,0.4,-0.6,3,-0.2,-0.5,-2,0,-1.2,-67
CN(CC(=O)Nc1ccccc1C(F)(F)F)C(=O)c1ccc(-c2ccc(Cl)cc2)o1,-1.4,-6,-1.0,-1.6,-8,1.2,0.1,-6,-4,-0.6,-11
COc1ccc(S(=O)(=O)N(C)C)cc1NCC(=O)Nc1ccc(F)cc1F,-1.3,1,-1.0,-2.6,1,0.4,-0.3,0,-2,0.4,1
COC(=O)c1ccc(COC(=O)c2cccn2C)o1,-0.8,1,0.5,-1.3,3,4.3,0.8,0,4,0.4,7

# Exported field by field: 3 of the compounds above
structure: CCc1ccc(N2CC(O)(c3cccs3)[N+]3=C2SCCC3)cc1 (configuration not stated)
  ssDAF-12 act: -1.6 | HGIII-sPLA2 inh: -2 | DAX1 inh-1: 0.1 | hcDAF12 agonist: -1.3 | NPR2 activator: 1 | FXN GAA850 act: 0.6 | DAX1 inh-2: -0.4 | NPR1 activator: -3 | SMARCA2 act: -2 | hgDAF-12 ag: 2.8 | ADAM10 inh: 5

structure: COC(=O)C1=C(C)N(Cc2ccccc2)C(=NCCN2CCOCC2)N[C@H]1CCc1ccccc1
  ssDAF-12 act: -1.3 | HGIII-sPLA2 inh: -3 | DAX1 inh-1: 0.1 | hcDAF12 agonist: -0.4 | NPR2 activator: -19 | FXN GAA850 act: -2.7 | DAX1 inh-2: 0.1 | NPR1 activator: -11 | SMARCA2 act: 1 | hgDAF-12 ag: 0.8 | ADAM10 inh: -5

structure: COc1ccc(-c2noc(-c3ccccc3C(=O)Nc3cccnc3)n2)cc1
  ssDAF-12 act: -1.2 | HGIII-sPLA2 inh: -10 | DAX1 inh-1: -1.6 | hcDAF12 agonist: -0.9 | NPR2 activator: 4 | FXN GAA850 act: 0.9 | DAX1 inh-2: -2.2 | NPR1 activator: 0 | SMARCA2 act: 2 | hgDAF-12 ag: -1.2 | ADAM10 inh: 5
